Compound activity from PubChem.
FN deposition inh – fibronectin deposition inhibition; 0.086% of 350,000 active; AH1F fibroblasts, Alexa488-fibronectin deposition fluorescence, overnight; inhibition, % at 12.6 µM;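 active = mean inhibition across replicates of 30% or more, regardless of how many single replicates reach that level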;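 note: positive control wells lacked labelled fibronectin entirely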
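Material: AH1F fibroblast monolayer depositing Alexa488-labelled fibronectin into matrix | Input: 10000 AH1F cells/well | Medium: DMEM plus 2% serum, read in PBS | Reagent: Alexa488-fibronectin, 24 nM final in well | Compound dosing: One dose per compound, pinned | Schedule: 1 h adhesion, overnight exposure | Measured by: Fluorescence at 485 nm excitation, 525 nm emission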
S100A4 MyoIIA – blocks human S100A4 binding to myosin IIA peptide; P26447; S100A4/TAMRA-MyoIIA peptide fluorescence polarization; inhibition, % at 10.7 µM; 0.14% of 360,000 active; AID 652163;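 active = mean inhibition of at least 70% across replicates, with every replicate also reaching that level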
Target sequence (P26447 whole entry, looked up): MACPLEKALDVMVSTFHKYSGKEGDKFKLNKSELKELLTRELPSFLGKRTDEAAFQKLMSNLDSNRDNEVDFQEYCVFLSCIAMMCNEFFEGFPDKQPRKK
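Compound dosing: one dose per compound; test system: human S100A4 monomer with TAMRA-labelled myosin IIA peptide; probe or stimulus: TAMRA-labelled myosin IIA heavy-chain peptide probe, 5 nM; medium: HEPES buffer with Ca2+, pH 7.2; schedule: 5 min incubation before reading; benchmarks: neutral control DMSO, positive control TFP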
SIRT5 block – inhibitors of human sirtuin-5 desuccinylase | Q9NXA8 | Purified SirT5, succinyl-peptide AMC, trypsin-coupled fluorescence | inhibition, % at 15 µM | 1.1% of 330,000 active | AID 652115; in the data active = inhibition above about 15%
Target sequence (Q9NXA8 whole entry, looked up): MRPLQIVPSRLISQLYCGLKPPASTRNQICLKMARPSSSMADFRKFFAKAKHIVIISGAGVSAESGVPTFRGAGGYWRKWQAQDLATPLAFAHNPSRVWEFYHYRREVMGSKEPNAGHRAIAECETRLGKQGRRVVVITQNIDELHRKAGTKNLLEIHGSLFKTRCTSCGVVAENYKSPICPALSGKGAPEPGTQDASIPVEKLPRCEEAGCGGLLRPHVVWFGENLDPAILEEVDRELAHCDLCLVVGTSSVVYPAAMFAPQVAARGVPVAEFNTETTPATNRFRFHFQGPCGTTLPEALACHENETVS
esBAF inh – SWI/SNF esBAF complex inhibition | mouse ES cells, Bmi1-luciferase knock-in reporter, 24 h; 100% = twice the neutral-well signal | reporter increase, % at 12.5 µM | 2% of 350,000 active; in the data active = activation above about 40%;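 note: 0% = median of the plate's neutral control wells and 100% = double that signal; a rise in the Bmi1 reporter signal indicates esBAF inhibition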
LGR2 antag – Drosophila LGR2 receptor signaling inhibition. HEK293 LGR2, CRE-luciferase, bursicon-stimulated, 4 h. inhibition, % at 9.99 µM. 0.35% of 380,000 active. AID 720647;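 active = drop in luminescence signal, shown as inhibition above about 50% in the replicate tests, limit read from the data, passing the limit was not always enough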;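 note: agonist challenge used bursicon conditioned medium at about half maximal strength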
C2C12 statin – suppressors of simvastatin-induced myotoxicity in C2C12 myotubes | ATP luminescence, 48 h; scaled: DMSO 0, geranylgeraniol control 100 | rescue of ATP level, % at 7.49 µM | 0.78% of 330,000 active;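 active = mean ATP rescue above about 67%, or every replicate alone reaching that limit, limit read from the data, passing the limit was not always enough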;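 note: myotubes were challenged with 10 µM simvastatin during compound exposure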
Casp6 inh – inhibitors of human caspase-6; P55212; AID 686996; purified caspase-6, Z-VEID-R110 cleavage fluorescence; inhibition, % at 12.5 µM; 0.53% of 350,000 active;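 active = mean inhibition across replicates at least about 35%, with every replicate also reaching that limit, limit read from the data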;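 note: 0% = median of neutral control wells and 100% = no fluorescence left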
Target sequence (P55212 24-179 limits assumed): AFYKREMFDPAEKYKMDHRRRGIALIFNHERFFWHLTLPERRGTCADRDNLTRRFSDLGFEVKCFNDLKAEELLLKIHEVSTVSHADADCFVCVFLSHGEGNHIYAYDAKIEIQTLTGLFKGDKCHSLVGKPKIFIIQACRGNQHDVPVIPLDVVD
Target sequence (P55212 194-293 limits assumed): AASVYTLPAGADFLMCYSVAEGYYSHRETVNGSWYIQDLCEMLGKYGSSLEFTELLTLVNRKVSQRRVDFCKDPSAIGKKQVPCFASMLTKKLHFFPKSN
* = called active by the depositor; / = not tested or not shown.

Under each structure: FN deposition inh, S100A4 MyoIIA, SIRT5 block, esBAF inh, LGR2 antag, C2C12 statin, Casp6 inh
- COc1cc(C2C(C#N)=C(N)Oc3c2ccc2ccccc32)ccc1OCC(=O)Nc1ccccc1C (stereo not given)
  0.3, /, /, -4.9, /, -0.7, /
- CCOC(=O)C1CCN(C(=O)CS(=O)(=O)Cc2nc(-c3ccccc3Cl)oc2C)CC1
  0.1, -3.1, 8.5, 1.8, -2.3, 2.6, -0.1
- Nc1cc(N)nc(SCC(=O)N2CCN(C(=O)c3ccco3)CC2)n1
  -10.1, /, /, -0.9, -11.8, 2.5, /
- Cc1ccc(S(=O)(=O)N2CCC(C(=O)OCC(=O)N(Cc3ccccc3)C(C)C)CC2)cc1C
  -1.9, 7.4, /, 0.9, 2.8, 8.4, -1.6
- O=C(CNc1cccc2ccccc12)N/N=C/c1ccc([N+](=O)[O-])cc1
  5.6, -6.7, -3.8, -4.3, -5.2, 11.7, 0.1
- C[C@@H]1CN([C@H](C)CO)C(=O)c2cc(NC(=O)CCCN(C)C)ccc2O[C@@H](C)CCCCO[C@@H]1CN(C)Cc1ccc(C(F)(F)F)cc1
  /, 8.9, -4.3, -6.7, 17.4, /, 3.2
- COc1cc(C(=O)OCCCN2CCCN(CCCOC(=O)c3cc(OC)c(OC)c(OC)c3)CC2)cc(OC)c1OC
  -1.0, -0.7, -3.7, -0.5, 5.2, -6.1, /
- CC(=O)Oc1ccc2c(c1)C(=O)CCCCCC(=O)O2
  -1.5, -5.7, -6.9, -2.9, 21.2, 6.9, 3.7
- COc1cc(/C=C/C(=O)NC(=O)c2ccccc2O)ccc1OC(C)=O
  /, -5.1, /, 53.9*, -14.5, 0.3, -1.2
- CC(=O)c1ccc(OCc2cc(C(=O)N3CCC[C@H]3CO)no2)cc1
  -0.7, -2.9, -2.9, -1.6, 18.4, -5.0, -3.8
- C[C@H](CO)N1C[C@H](C)[C@H](CN(C)S(C)(=O)=O)Oc2cc(-c3cccc(F)c3)ccc2S1(=O)=O
  /, 4.9, -0.6, -1.6, 8.0, -8.9, -1.0
- Cc1cccc(C(C)C)c1NC(=O)C(C)OC(=O)Cc1n[nH]c(=O)c2ccccc12 (stereo not given)
  -6.0, 1.7, 1.2, -0.3, 21.9, -9.9, 5.1
- CN1CCN(S(=O)(=O)c2ccc(N3CCc4ccccc4C3)nc2)CC1
  0.6, -10.1, -3.3, 8.4, 33.9, 1.4, -2.2
- C#CCOc1c(Cl)cc(/C=C2/C(=O)ON=C2C)cc1OC
  8.1, -3.4, -1.0, -6.0, 1.2, -7.4, 8.2
- OC[C@H]1[C@@H](c2ccc(-c3ccccc3F)cc2)[C@H]2CN(Cc3cncnc3)CCCCN21
  /, -1.8, 1.0, -41.1, -13.8, -12.6, 2.8
- CC(=O)c1ccc(NC(=S)N2CC(C)CC(C)C2)cc1 (stereo not given)
  4.3, 5.2, 16.1*, 13.1, /, -7.8, 2.6
- Cc1c(NC(=S)N/C(=N/S(=O)(=O)c2ccccc2)c2ccccc2)c(=O)n(-c2ccccc2)n1C
  5.9, 0.5, 1.8, 3.8, 9.0, -8.0, -0.2
- COc1cc(C(=O)NC2CCN(C)CC2)ccc1Nc1ncc2c(n1)N(C1CCCCC1)CCC(=O)N2C
  14.9, 2.0, /, -55.6, -11.1, -67.3, -16.0
- Oc1ccccc1N1CCN(c2nc(-c3cccs3)nc3ccccc23)CC1
  5.4, 8.9, 0.3, 8.0, -2.2, -24.7, -5.1
- CC(C)NC(=S)Nc1ccc(S(=O)(=O)Nc2ncccn2)cc1
  -5.1, 2.0, 2.0, /, -8.6, /, 0.9
- COc1ccc(N/N=C(\C#N)C(=N)N2CCCCC2)cc1
  2.3, -3.6, 0.0, 65.1*, -41.6, -17.9, 1.2
- CC1=NN(C(N)=S)C(=O)C1N=Nc1ccccc1Cl (stereo not given)
  -2.9, -0.9, 7.2, 10.8, -1.2, -10.5, 2.6
- Cc1nc(N=C(N)N)nc2c(C)cccc12
  1.8, -1.0, -4.1, /, 9.3, /, -6.5
- COc1ccc2c3c([nH]c2c1)[C@H](CO)N(C(=O)Nc1ccc(F)cc1)CC31CN(S(=O)(=O)c2ccc(C)cc2)C1
  2.1, 9.0, -3.3, /, -13.8, /, 1.2
- Cc1nn(CC(=O)Nc2ccc3c(c2)OCCO3)c(C)c1[N+](=O)[O-]
  1.7, -1.7, -1.3, 1.8, 7.5, 1.8, -3.5
- CCOC(=O)CCc1c(C)nc2c(c(C)nn2-c2ccccc2)c1C
  3.2, -10.3, -1.5, 0.3, -12.8, -10.2, -1.6
- Cc1ccc(F)cc1NC(=O)COC(=O)C1CC2CCCC(C1)C2=O (stereo not given)
  0.3, -21.6, -4.6, -3.0, -9.4, -2.5, -0.3
- CCOC(=O)Cn1c(=NC(=O)C(C)C)sc2c(C)cc(C)cc21
  8.0, 0.2, 0.7, -7.6, 16.0, -1.1, -0.3
- CC(/C=N/N1CCN(c2ccccc2)CC1)=C\c1ccccc1
  /, 0.2, -2.6, /, /, /, -1.6
- CCCNC(=O)N1[C@H](CO)[C@@H](c2ccccc2)[C@@H]1CNC(=O)c1ccccc1
  /, -2.9, 4.4, -3.3, -12.8, 20.2, 1.1
- COC(=O)C1=CN(Cc2ccc(OC)c(OC)c2)C=C(C(=O)OC)C1c1ccc(O)cc1
  1.8, -2.7, -14.7, 3.1, -8.9, 17.3, 2.2
- CO[C@@H]1CN(C)C(=O)c2cc(NC(=O)c3ccccc3F)ccc2OC[C@H](C)N(CC2CC2)C[C@H]1C
  -0.5, 4.8, -8.5, 6.6, -12.4, 18.2, -2.1
- CC(C)NC(=O)N(C)C[C@@H]1Oc2ccc(NC(=O)Cn3cnnn3)cc2CC(=O)N([C@H](C)CO)C[C@@H]1C
  /, 4.4, 2.5, -2.2, -4.7, -30.3, 2.5
- CC(C)NC(=O)Nc1ccc2c(c1)C(=O)N([C@@H](C)CO)C[C@H](C)[C@H](CN(C)C(=O)NC1CCCCC1)OCCCC[C@@H](C)O2
  /, 4.4, 0.6, /, 10.9, /, 1.7
- CC1=C(C(=O)N2CCCCCC2)CC(CC(=O)NCCc2ccccn2)C(=O)N1Cc1ccccc1 (stereo not given)
  -4.8, 0.4, -1.7, -2.6, -29.8, -2.1, 1.3
- CC(C)(C)c1ccc(OCC(=O)O)cc1
  13.4, /, /, 10.7, /, -5.8, /
- Cc1cc(C)c(S(=O)(=O)c2c(C)cccc2C)c(OCC(C)C)n1
  5.9, /, /, -2.5, /, 2.1, /
- CCOC(=O)c1ccc(NC(=O)CC2C(=O)OCCN2CC)cc1 (stereo not given)
  2.5, -3.3, -2.3, /, /, /, -1.8
- COc1ccccc1CCCNC(=O)C1CCC(=O)N(CCc2cccc(F)c2)C1 (stereo not given)
  4.0, 16.3, -1.8, -3.5, 6.9, 3.4, -2.6
- COc1ccc(NC(=O)Nc2ccc3c(c2)CC(=O)N([C@@H](C)CO)C[C@@H](C)[C@@H](CN(C)S(=O)(=O)c2cccs2)O3)cc1
  -17.0, -7.3, -5.2, 6.4, 7.2, 6.4, -0.7
- CCN1CCN(c2cc(C)c3cc(NC(=O)c4ccc5c(c4)OCO5)ccc3n2)CC1
  14.0, 4.6, 2.0, 4.9, 4.4, 5.2, -0.3
- O=C(CCC1CCCN(c2ncccn2)C1)N1CCN(c2ccccn2)CC1 (stereo not given)
  -4.4, 4.0, -3.8, 2.1, -9.0, -4.6, 0.9
- COc1cccc(C(=O)N2CCCC(CCC(=O)NCc3ccc(F)c(F)c3)C2)c1 (stereo not given)
  -13.7, -0.2, -1.4, /, -6.9, /, -3.0
- Cc1cccc(-c2nc(CN3CCN(Cc4cccc(F)c4)CC3)c(C)o2)c1
  0.7, -3.8, -0.9, 0.0, -1.1, 6.4, 0.0
- CCC(=O)NC[C@H]1[C@@H](c2ccc(C3=CCCC3)cc2)[C@@H](CO)N1C(=O)CN(C)C
  /, -26.1, -2.7, /, 8.6, /, -1.9
- Nc1nnc(SCc2ccc(F)cc2)n1-c1ccccc1
  11.2, /, /, -9.0, /, 2.1, /
- Cc1noc(C)c1S(=O)(=O)Nc1ccc2c(c1)C(=O)N([C@@H](C)CO)C[C@@H](C)[C@H](CN(C)Cc1ccccc1)OCCCC[C@@H](C)O2
  -2.0, 0.6, 1.5, 2.5, 0.4, /, 2.0
- Cc1ccc(/C=C/C(=O)Nc2cccc(S(=O)(=O)N3CCOCC3)c2)o1
  -3.6, -1.5, /, /, 6.5, /, 1.7
- CC1CCCCC12NC(=O)N(CC(=O)OCc1ccccc1Cl)C2=O (stereo not given)
  1.1, -0.2, -4.7, 0.4, 2.0, -19.6, 3.5
- CCC1CCCCN1CCCNC(=O)c1ccc(CS(=O)(=O)c2ccccc2OC)o1 (stereo not given)
  1.0, -35.2, -4.3, /, -6.0, /, -4.3

Complete entries as entered above. Screens in order: FN deposition inh | S100A4 MyoIIA | SIRT5 block | esBAF inh | LGR2 antag | C2C12 statin | Casp6 inh
O=C(CCC1CCCN(c2ncccn2)C1)N1CCN(c2ccccn2)CC1 (stereo not given) reads -4.4 | 4.0 | -3.8 | 2.1 | -9.0 | -4.6 | 0.9
CCN1CCN(c2cc(C)c3cc(NC(=O)c4ccc5c(c4)OCO5)ccc3n2)CC1 reads 14.0 | 4.6 | 2.0 | 4.9 | 4.4 | 5.2 | -0.3
Cc1ccc(/C=C/C(=O)Nc2cccc(S(=O)(=O)N3CCOCC3)c2)o1 reads -3.6 | -1.5 | / | / | 6.5 | / | 1.7
CCC1CCCCN1CCCNC(=O)c1ccc(CS(=O)(=O)c2ccccc2OC)o1 (stereo not given) reads 1.0 | -35.2 | -4.3 | / | -6.0 | / | -4.3
Nc1nnc(SCc2ccc(F)cc2)n1-c1ccccc1 reads 11.2 | / | / | -9.0 | / | 2.1 | /

New compounds follow.
Under each structure: FN deposition inh, S100A4 MyoIIA, SIRT5 block, esBAF inh, LGR2 antag, C2C12 statin, Casp6 inh
- COc1ccc(S(=O)(=O)N(C)C[C@@H]2OCCCC[C@@H](C)Oc3ccc(NC(=O)CCCCCC(=O)Nc4ccccc4N)cc3C(=O)N([C@H](C)CO)C[C@@H]2C)cc1
  -9.3, /, /, 6.2, 0.2, 29.9, /
- CC(C)OC1=CC(=O)OC(c2cccc(Cl)c2)C1 (stereo not given)
  2.8, -1.5, -1.1, /, -25.2, /, 0.3
- O=C(Nc1cccc(C(=O)NC2CCCCC2)c1)c1ccccc1
  0.1, -8.8, -4.6, 2.1, 13.5, -0.7, -0.4
- O=C(C[C@@H]1CC[C@H]2[C@@H](COC[C@@H](O)CN2C(=O)Nc2ccccc2)O1)NC1Cc2ccccc2C1
  -4.1, -12.5, -1.4, 5.1, -19.4, -2.8, -0.4
- CC1CCCN(S(=O)(=O)c2coc(C(N)=O)c2)C1 (stereo not given)
  8.7, -0.3, /, 0.2, -26.1, 5.9, 0.2
- COc1ccc(S(=O)(=O)N2CCN(C(=O)c3ccccn3)CC2)cc1
  0.6, 1.0, -1.4, -6.7, -6.9, -0.2, 1.4
- Cc1ccc2nc(SCC(=O)Nc3cccc(Cl)c3)nc(=O)n2c1
  5.2, -3.1, -0.3, -10.5, -14.2, -7.4, 0.8
- CC(C)c1ccc(S(=O)(=O)N2CCN(C(=O)c3ccc(N4CCCC4)c([N+](=O)[O-])c3)CC2)cc1
  1.8, -2.9, -4.4, /, -5.8, /, -0.1
- COc1ccccc1CNC(=O)C1(C)CCN1Cc1ccc(OC(F)(F)F)cc1 (stereo not given)
  /, 1.7, 9.2, 8.5, 9.7, -19.5, 2.9
- Cc1cc(NC(=O)Cn2nc(C)c([N+](=O)[O-])c2C)no1
  2.4, -3.8, -4.5, -7.0, 13.9, 0.4, 2.3
- C[C@@H]1CN([C@@H](C)CO)S(=O)(=O)c2ccc(/C=C/c3ccccc3)cc2O[C@@H]1CN(C)C(=O)C1CC1
  -5.3, -6.4, 16.7*, -4.0, 13.8, -14.1, 0.4
- CCN(CC)c1ccc(/C=N/Nc2nc(C)cc(C)n2)cc1
  2.9, -19.1, 1.3, /, 10.7, /, -3.4

Some of the compounds tested; rates above refer to the full screens.
